Screens (PubChem BioAssay)
TcdB inh = TcdB glycohydrolase inhibition | TcdB glycohydrolase enzymatic assay, plate reader | 350,000 compounds, 0.24% hits | AID 652162 | inhibition, % at 9.99 µM | P18177; in the data active = inhibition above about 10%
Active calls of the source: *; & = joins results of further samples. Some of the compounds tested; rates above refer to the full screens.

SMILES | TcdB inh
C[C@H](CO)N1C[C@H](C)[C@@H](CN(C)CC2CCCCC2)Oc2c(NC(=O)c3nc4ccccc4s3)cccc2C1=O | 0.5
COc1cccc(-c2ccc([C@H]3[C@@H](CO)N4C(=O)CNC[C@@H]34)cc2)c1 | 0.0
O=C(C[C@@H]1CC[C@H]2[C@@H](COC[C@@H](O)CN2C(=O)Nc2ccc(F)cc2)O1)NCC1CC1 | 0.4
Cc1noc(C)c1NC(=O)N(C)C[C@H]1Oc2ccc(NC(=O)Cn3cnnn3)cc2C(=O)N([C@H](C)CO)C[C@H]1C | -1.0
C[C@@H]1CCCCO[C@H](CN(C)S(=O)(=O)c2cccs2)[C@@H](C)CN([C@H](C)CO)C(=O)c2cc(NC(=O)c3ccncc3)ccc2O1 | 0.5
C[C@@H]1CCCCO[C@@H](CN(C)S(=O)(=O)c2ccccc2)[C@@H](C)CN([C@@H](C)CO)C(=O)c2cc(NC(=O)C3CCCCC3)ccc2O1 | -1.0
Cc1ccc(S(=O)(=O)N(C)C[C@H]2Oc3ccc(NS(=O)(=O)c4cccs4)cc3CC(=O)N([C@@H](C)CO)C[C@@H]2C)cc1 | 0.0
CNC[C@@H]1Oc2ccc(NC(=O)Nc3ccc(C(F)(F)F)cc3)cc2C(=O)N([C@H](C)CO)C[C@@H]1C | 1.3
C[C@@H]1CCCCO[C@H](CN(C)S(=O)(=O)c2ccccc2)[C@@H](C)CN([C@@H](C)CO)C(=O)c2cc(NS(C)(=O)=O)ccc2O1 | 0.3
C[C@H](CO)N1C[C@H](C)[C@@H](CN(C)C(=O)Nc2cccc3ccccc23)OCCCC[C@H](C)Oc2ccc(NC(=O)NC3CCCCC3)cc2C1=O | -0.2
C[C@H]1CN([C@@H](C)CO)C(=O)Cc2cc(NC(=O)Cn3cnnn3)ccc2O[C@H]1CN(C)Cc1ccc2c(c1)OCO2 | -0.4
OC[C@H]1[C@@H](c2ccc(C#CC3(O)CCCC3)cc2)[C@@H]2CN(Cc3cccnc3)CCCCN12 | 1.3
CCC(=O)N1C[C@@H](C)[C@H](OC)CN(C)C(=O)c2cc(NC(=O)c3cnccn3)ccc2OC[C@@H]1C | 1.0
C[C@H](CO)N1C[C@H](C)[C@@H](CN(C)Cc2ccccc2)Oc2ccc(NC(=O)Cc3cn(C)c4ccccc34)cc2C1=O | -1.5
CS(=O)(=O)N1[C@@H]2c3ccc(C4=CCCC4)c(=O)n3C[C@H]1[C@H](CO)[C@H]2C(=O)N1CCCCC1 | 0.3
Cc1noc(C)c1NC(=O)Nc1ccc2c(c1)C(=O)N(C)[C@@H]1CC[C@H](CC(=O)N[C@@H]3CCN(Cc4ccccc4)C3)O[C@@H]1CO2 | -0.2
CN1[C@@H]2Cn3c(ccc(-c4ccccc4F)c3=O)[C@H]1[C@@H](C(=O)NCc1ccccn1)[C@@H]2CO | 0.6
CC(C)CN(C[C@H]1N[C@H](CO)[C@H]1c1ccccc1)C(=O)CN(C)C | 0.9
COc1ccc(NC(=O)N(C)C[C@H]2OCCCC[C@@H](C)Oc3ccc(NC(=O)NC(C)C)cc3C(=O)N([C@@H](C)CO)C[C@H]2C)cc1 | -1.1
COc1ccc2c3c([nH]c2c1)[C@@H](CO)N(C(C)=O)CC31CN(C(=O)Nc2ccc(F)cc2F)C1 | 0.3
CS(=O)(=O)N1[C@H](C#N)[C@H](c2ccc(-c3ccccc3F)cc2)[C@H]1CO | 0.4
C[C@@H]1CN([C@@H](C)CO)C(=O)Cc2cc(NC(=O)Nc3ccccc3)ccc2O[C@H]1CN(C)Cc1ccc2c(c1)OCO2 | 0.9
CC(C)NC(=O)N(C)C[C@H]1Oc2ccc(NC(=O)Nc3ccccc3)cc2CC(=O)N([C@H](C)CO)C[C@@H]1C | 0.0
CC(=O)N1[C@H](CO)[C@@H](c2ccccc2)C12CN(C(=O)c1ccccn1)C2 | -0.3
O=C(C1CCCCC1)N1[C@@H](CO)[C@@H]2c3ccccc3NC[C@@H]21 | 0.4
CCNC(=O)[C@H]1[C@H](CO)[C@H]2Cn3c(ccc(-c4ccccc4)c3=O)[C@H]2N1Cc1cccnc1 | -0.1
COCCOC(=O)N1C(=O)[C@@]2(c3cc(C#CCCO)ccc31)[C@H](C(=O)N1CCN(c3ncccn3)CC1)[C@H]1C(=O)O[C@H](c3ccccc3)[C@H](c3ccccc3)N1[C@@H]2c1ccccc1OCCO | -11
COc1ccc(S(=O)(=O)Nc2cccc3c2O[C@H](CN(C)S(=O)(=O)c2cccs2)[C@@H](C)CN([C@@H](C)CO)C3=O)cc1 | -1.1
COCC(=O)N1CC2(C1)[C@@H](c1ccc(-c3cccc(C)c3)cc1)[C@@H](CO)N2C(=O)C1CC1 | 1.0
CCNC(=O)C[C@@H]1CC[C@H]2[C@@H](COc3ccc(NC(=O)c4ccccc4)cc3C(=O)N2C)O1 | -0.6
C[C@H]1CN([C@@H](C)CO)C(=O)c2cccc(NC(=O)CCCCCC(=O)Nc3ccccc3N)c2O[C@@H]1CN(C)S(C)(=O)=O | 0.1
C[C@@H]1CCCCO[C@H](CN(C)Cc2ccc(Cl)c(Cl)c2)[C@H](C)CN([C@@H](C)CO)C(=O)c2cc(NC(=O)Nc3ccc4c(c3)OCO4)ccc2O1 | 0.4
CN1C(=O)c2cc(NC(=O)c3cccc(F)c3)ccc2OC[C@@H]2O[C@@H](CC(=O)NCC3CC3)CC[C@H]21 | 1.8
CC(C)NC(=O)N(C)C[C@H]1Oc2cc(C#CCN(C)C)ccc2S(=O)(=O)N([C@H](C)CO)C[C@@H]1C | -0.4
CCCNC(=O)C[C@@H]1CC[C@@H]2[C@H](COc3ccc(NC(=O)c4cccc(F)c4)cc3C(=O)N2C)O1 | -1.0
COc1ccc(NC(=O)N(C)C[C@@H]2OCCCC[C@@H](C)Oc3ccc(NC(=O)Cc4ccccc4)cc3C(=O)N([C@@H](C)CO)C[C@@H]2C)cc1 | -4.3
C[C@H](NC(=O)C[C@@H]1C[C@@H]2c3cc(NC(=O)CC4CC4)ccc3O[C@@H]2[C@@H](CO)O1)c1ccccc1 | -0.1
CO[C@H]1CN(C)C(=O)c2ccc(NC(=O)Nc3ccccc3)cc2OC[C@H](C)N(C(C)=O)C[C@H]1C | -1.4
COc1ccc(NC(=O)Nc2ccc3c(c2)C(=O)N([C@@H](C)CO)C[C@H](C)[C@@H](CN(C)C(=O)Cc2ccccc2)OCCCC[C@H](C)O3)cc1 | 0.4
CN(C[C@@H]1N[C@H](CO)[C@@H]1c1ccc(C#CCC2CCCC2)cc1)S(C)(=O)=O | 0.4
O=C([C@@H]1[C@@H](CO)[C@@H]2Cn3c(ccc(-c4ccccc4)c3=O)[C@@H]2N1CCC(F)(F)F)N1CCOCC1 | 0.3
C[C@@H]1CN([C@@H](C)CO)C(=O)c2cc(C#CCN(C)C)cnc2O[C@@H]1CN(C)S(C)(=O)=O | 0.0
C[C@@H]1CN([C@@H](C)CO)C(=O)c2cc(C#CCN(C)C)cnc2O[C@@H]1CN(C)Cc1ccccn1 | 0.0
O=C(NC1CCC1)[C@@H]1[C@@H](CO)[C@@H]2Cn3c(ccc(-c4ccncc4)c3=O)[C@@H]2N1CC1CC1 | -10
C[C@@H]1CN([C@@H](C)CO)C(=O)c2cc(C3=CCCC3)cnc2O[C@@H]1CN(C)Cc1ccccc1 | 0.6
C/C=C/c1cnc2c(c1)C(=O)N([C@H](C)CO)C[C@H](C)[C@@H](CN(C)C(=O)C1CCOCC1)O2 | 1.5
C[C@H]1CN([C@@H](C)CO)C(=O)c2cc(NC(=O)CCC(F)(F)F)ccc2O[C@@H]1CN(C)Cc1ccc(C(=O)Nc2ccccc2N)cc1 | -0.5
CCCN(C)C[C@H]1Oc2ncc(C#CCOC)cc2C(=O)N([C@H](C)CO)C[C@H]1C | -0.5
C[C@@H]1CN([C@@H](C)CO)C(=O)Cc2cc(NC(=O)c3ccncc3)ccc2O[C@H]1CN(C)C(=O)Nc1ccc2c(c1)OCO2 | 0.9
Cc1cc(C(=O)Nc2cccc3c2O[C@@H](CN(C)C(=O)Nc2ccc4c(c2)OCO4)[C@@H](C)CN([C@H](C)CO)C3=O)n(C)n1 | 0.5

Of the compounds above, 6 contain an aryl methoxy group.
SMILES | TcdB inh
COc1cccc(-c2ccc([C@H]3[C@@H](CO)N4C(=O)CNC[C@@H]34)cc2)c1 | 0.0
COc1ccc(NC(=O)N(C)C[C@H]2OCCCC[C@@H](C)Oc3ccc(NC(=O)NC(C)C)cc3C(=O)N([C@@H](C)CO)C[C@H]2C)cc1 | -1.1
COc1ccc2c3c([nH]c2c1)[C@@H](CO)N(C(C)=O)CC31CN(C(=O)Nc2ccc(F)cc2F)C1 | 0.3
COc1ccc(S(=O)(=O)Nc2cccc3c2O[C@H](CN(C)S(=O)(=O)c2cccs2)[C@@H](C)CN([C@@H](C)CO)C3=O)cc1 | -1.1
COc1ccc(NC(=O)N(C)C[C@@H]2OCCCC[C@@H](C)Oc3ccc(NC(=O)Cc4ccccc4)cc3C(=O)N([C@@H](C)CO)C[C@@H]2C)cc1 | -4.3
COc1ccc(NC(=O)Nc2ccc3c(c2)C(=O)N([C@@H](C)CO)C[C@H](C)[C@@H](CN(C)C(=O)Cc2ccccc2)OCCCC[C@H](C)O3)cc1 | 0.4

The main list resumes with the 2 entries that preceded the break.
SMILES | TcdB inh
C[C@@H]1CN([C@@H](C)CO)C(=O)Cc2cc(NC(=O)c3ccncc3)ccc2O[C@H]1CN(C)C(=O)Nc1ccc2c(c1)OCO2 | 0.9
Cc1cc(C(=O)Nc2cccc3c2O[C@@H](CN(C)C(=O)Nc2ccc4c(c2)OCO4)[C@@H](C)CN([C@H](C)CO)C3=O)n(C)n1 | 0.5
CC(C)NC(=O)NCC[C@H]1CC[C@@H](NC(=O)CN(C)C)[C@@H](CO)O1 | -1.1
C[C@H](CO)N1C[C@H](C)[C@@H](CN(C)Cc2ccc(C(=O)Nc3ccccc3N)cc2)Oc2ccc(NS(=O)(=O)c3ccc(Cl)cc3)cc2C1=O | -1.1
CCCNC(=O)C[C@@H]1C[C@H]2c3cc(NC(=O)Nc4ccccc4F)ccc3O[C@H]2[C@H](CO)O1 | -5.2
CC(C)NC(=O)Nc1ccc2c(c1)CC(=O)N([C@@H](C)CO)C[C@@H](C)[C@@H](CN(C)Cc1ccc(C(=O)O)cc1)O2 | 1.1
CCCNC(=O)N(C)C[C@@H]1Oc2cc(C#C[C@@H](C)O)ccc2S(=O)(=O)N([C@@H](C)CO)C[C@H]1C | -0.7
C[C@H]1CN([C@@H](C)CO)S(=O)(=O)c2ccc(C#CC3CC3)cc2O[C@H]1CN(C)C(=O)CC1CC1 | -1.0
COC(=O)C[C@H]1C[C@@H]2c3cc(NS(=O)(=O)c4ccc(F)cc4)ccc3O[C@@H]2[C@H](CO)O1 | -1.1
CC(C)[C@@H](C)NC(=O)N(C)C[C@H]1OCc2ccccc2-c2c(n(C)c3ccccc23)C(=O)N([C@@H](C)CO)C[C@@H]1C | -0.1
CNC[C@H]1Oc2ccc(NS(=O)(=O)c3cn(C)cn3)cc2CC(=O)N([C@H](C)CO)C[C@@H]1C | 0.2
CCC(=O)N1[C@H](CO)[C@@H](c2ccccc2)C12CN(Cc1ccccc1F)C2 | 0.1
COCC(=O)N1CCC2(CC1)CN(Cc1cccc(F)c1)[C@H](CO)c1c2c2ccc(OC)cc2n1C | 0.3
CN(C)CC(=O)N1C[C@@H]2[C@H](c3ccccc31)[C@H](CO)N2Cc1cc(F)ccc1F | -1.8
C[C@@H]1CN([C@@H](C)CO)C(=O)c2cc(NC(=O)CCCCCC(=O)Nc3ccccc3N)ccc2O[C@H]1CN(C)S(=O)(=O)c1ccccc1 | 1.1
C[C@@H]1CN([C@H](C)CO)C(=O)c2cc(C#CC(C)(C)O)cnc2O[C@H]1CN(C)Cc1cccc(C(=O)O)c1 | -0.1
O=C(C[C@H]1C[C@@H]2c3cc(NC(=O)c4ccc5c(c4)OCO5)ccc3O[C@@H]2[C@@H](CO)O1)NCCN1CCCCC1 | -1.6
C[C@@H]1CN([C@@H](C)CO)C(=O)Cc2cc(NS(=O)(=O)c3ccc(F)cc3)ccc2O[C@@H]1CN(C)S(=O)(=O)c1cccs1 | 0.4
Fc1ccc(-c2ccc(C3[C@@H]4CN(Cc5cccc(F)c5)C[C@H]3N4)cc2)cc1 (some centres undefined) | 0.8&0.5
O=C(C[C@H]1CC[C@H]2[C@@H](COC[C@H](O)CN2S(=O)(=O)c2cccc(Cl)c2)O1)NCCCN1CCOCC1 | -0.1
CO[C@H]1CN(C)C(=O)c2cc(NC(=O)C3CC3)ccc2OC[C@H](C)N(Cc2ccncc2)C[C@@H]1C | -0.7
Cc1noc(C)c1S(=O)(=O)Nc1ccc2c(c1)C(=O)N([C@@H](C)CO)C[C@@H](C)[C@H](CN(C)C(=O)NC(C)C)O2 | 0.3
CC(C)NC(=O)N(C)C[C@H]1Oc2ncc(C#Cc3ccncc3)cc2C(=O)N([C@@H](C)CO)C[C@H]1C | 0.2
C[C@@H]1CN([C@H](C)CO)C(=O)Cc2cc(N(C)C)ccc2O[C@H]1CN(C)S(=O)(=O)c1cn(C)cn1 | -7.1
C[C@H]1CN([C@@H](C)CO)C(=O)c2cc(C#CCN(C)C)cnc2O[C@@H]1CN(C)Cc1ccncc1 | 0.1
C=C[C@@H](COC(C)=O)N(Cc1ccccc1[N+](=O)[O-])S(=O)(=O)c1ccc(Br)cc1 | 0.5
CO[C@@H]1CN(C)C(=O)c2ccc(NS(=O)(=O)c3ccccc3)cc2OC[C@H](C)N(Cc2ccccn2)C[C@@H]1C | 1.4
CC(=O)N1CCCCN2[C@H](CO)[C@@H](c3ccc(-c4ccncc4)cc3)[C@@H]2C1 | -1.0
C[C@@H]1CN([C@@H](C)CO)C(=O)c2cc(NS(=O)(=O)c3ccccc3)ccc2O[C@H]1CN(C)Cc1ccc(C(F)(F)F)cc1 | 0.7
COc1cccc(NC(=O)N[C@@H]2CC[C@@H](CC(=O)NCc3ccccn3)O[C@H]2CO)c1 | -1.9
COc1ccc2c3c([nH]c2c1)[C@@H](CO)N(Cc1cccnc1)CC31CCN(C(=O)CN(C)C)CC1 | -1.7
Cc1ccc(S(=O)(=O)N[C@@H]2CC[C@@H](CCNC(=O)CN3CCOCC3)O[C@@H]2CO)cc1 | -0.9
